# NTR1 ag – agonists of NTR1, primary screen, imaging, U2OS cells, beta-arrestin-GFP, high content (AID 493036). NTR1-U2OS beta-arrestin-GFP spot imaging, agonist mode. activation, % at 20 µM. 330,000 tested, 0.17% active;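 active means activation at or above 40% of the spot to cytoplasm intensity ratio, with at least 20 cells analyzed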;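 further: 0% = DMSO without peptide and 100% = 100 nM NTR1 peptide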
# Target sequence (P30989 whole entry, looked up): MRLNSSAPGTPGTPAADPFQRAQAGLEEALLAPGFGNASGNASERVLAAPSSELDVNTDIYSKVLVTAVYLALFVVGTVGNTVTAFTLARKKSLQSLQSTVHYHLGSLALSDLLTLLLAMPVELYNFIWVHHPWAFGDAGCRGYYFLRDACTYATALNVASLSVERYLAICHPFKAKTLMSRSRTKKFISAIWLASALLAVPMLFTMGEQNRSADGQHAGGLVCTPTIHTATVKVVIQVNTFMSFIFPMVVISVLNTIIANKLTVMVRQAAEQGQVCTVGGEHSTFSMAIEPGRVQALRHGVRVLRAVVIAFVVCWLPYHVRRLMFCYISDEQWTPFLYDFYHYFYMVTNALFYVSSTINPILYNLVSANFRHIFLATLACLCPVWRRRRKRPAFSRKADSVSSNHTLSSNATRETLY
# Dengue-2 NS5 capping – Dengue-2 NS5 methyltransferase inhibitors, primary screen, biochemical, confirmation dose response (AID 588689); Genome polyprotein (Dengue virus type 2 (strain 16681-PDK53)); Dengue-2 NS5 methyltransferase capping enzyme assay, biochemical; higher % means a stronger effect; one-dose inhibition, % at 25 µM; IC50 in µM for titrated hits; 340,000 tested, 0.3% active; in the data active means a potency from the dose series
# K1F lysis inhibition – inhibition of K1F phage lysis, E. coli UTI89, bacterial capsule biogenesis inhibitors, alamar blue (AID 488966). inhibition, % at 100 µM, or IC50 in µM where a hit was titrated. 340,000 tested, 0.02% active. E. coli UTI89 K1F phage lysis, alamar blue, 2 h; higher % means a stronger effect;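 active means phage lysis inhibition, versus mean bacterial control, above a set limit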;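 further: capsule biogenesis inhibitors block K1F phage lysis so surviving cells raise fluorescence; higher fluorescence means more inhibition of phage lysis; actives were called in the ten point dose series up to 300 µM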
# WT yeast gro inh – growth inhibition of WT strain, primary screen, mitochondrial fusion inhibitor project, WT and mutant strains, chemical genetic. 190,000 tested, 2.1% active. mitochondrial fusion phenotypic screen. inhibition, % at 10 µM; in the data active means inhibition above about 58%; tested in S. cerevisiae
# RSV antiviral HEp-2 – RSV antiviral activity via CPE protection, HEp-2 cells, primary 10 µM value included (AID 2391) | 310,000 tested, 0.13% active | one-dose CPE inhibition, % at 10 µM; IC50 in µM for titrated hits | HEp-2 cells, RSV-induced CPE inhibition; higher % means a stronger effect; in the data active means a potency from the dose series; further: strong numbers were not always called active
# AID2073 – inhibitors of Mint1-CaV2.2 protein interaction, biochemical, HTRF (AID 2073). inhibition, % at 20 µM; hits with a dose series show IC50 in µM. Voltage-dependent N-type calcium channel subunit alpha-1B (Homo sapiens). 290,000 tested, 0.19% active. HTRF protein-protein interaction, Mint1-CaV2.2; higher % means a stronger effect; in the data active means inhibition mostly above about 51%, no sharp cut-off; further: some results filed as inactive read as strong as hits
# GPR35 arrestin U2OS – GPR35 antagonists blocking zaprinast-driven arrestin recruitment, primary screen, imaging, U2OS, beta-arrestin-GFP, zaprinast agonist (AID 2058); U2OS GPR35 beta-arrestin-GFP translocation imaging, zaprinast antagonism; higher % means a stronger effect; 290,000 tested, 0.052% active; G-protein coupled receptor 35 (Homo sapiens); inhibition, % at 10 µM; hits with a dose series show IC50 in µM;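 active means inhibition of at least 50% with at least 30 cells and total cytoplasm GFP at most 10,000,000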
# Autophagy HCS – autophagy modulators in MEF cells, primary screen, imaging, high-content, MEF GFP-LC3. MEF GFP-LC3 puncta imaging; test concentration mostly 10 µM. calls only at 10 µM (by protocol). 190,000 tested, 0.98% active. AID 463193, 2010;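 active means percentage of spot-positive cells more than 3 SD above its plate mean, without a fluorescence outlier flag or 80% toxicity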;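 further: spot-positive cell cutoff set from DMSO-treated cells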
# LYP inhibition – inhibitors of LYP phosphatase, biochemical, fluorescence intensity, uHTS (AID 1779); Tyrosine-protein phosphatase non-receptor type 22 (Homo sapiens); recombinant LYP phosphatase, fluorescence intensity; higher % means a stronger effect; inhibition, % at 11.5 µM, or IC50 in µM where a hit was titrated; 290,000 tested, 0.054% active; in the data active means inhibition above about 50%;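 further: plate controls were vehicle with enzyme for no effect and no enzyme for full effect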
# WT yeast gro inh mutant strain – recorded beside WT yeast gro inh, whose call it bears; inhibition, %; mitochondrial fusion phenotypic screen, mutant strain inhibition
# Autophagy HCS cell loss 18 h – recorded beside Autophagy HCS, whose call it bears; toxicity, %; measured here: cell loss, nuclei count;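 cell loss after 18 h compound exposure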
# NTR1 ag cell count 20 µM – further read-out of NTR1 ag, marked with its call; cell count; measured here: cell count, cytotoxicity flag
# Dengue-2 NS5 capping pilot replicate – second read-out of Dengue-2 NS5 capping, no call of its own (marks repeat the call); inhibition, %; measured here: pilot screen replicate inhibition
# Numbers without * were called inactive; i = inactive; x = not tested or not shown; + = active, no number.
SMILES,NTR1 ag,NTR1 ag cell count 20 µM,Dengue-2 NS5 capping,K1F lysis inhibition,WT yeast gro inh,WT yeast gro inh mutant strain,RSV antiviral HEp-2,AID2073,GPR35 arrestin U2OS,Autophagy HCS,Autophagy HCS cell loss 18 h,LYP inhibition,others
CCn1c(SCC(=O)N2CCC(C)CC2)nc2c1c(=O)n(C)c(=O)n2C,-1.2,41,-4%,0.0%,x,x,0.4%,2%,-6%,x,x,-4%,
CC(=O)c1ccc(NC(=S)NNC(=O)c2ccccc2[N+](=O)[O-])cc1,2.2,37,4%,0.1%,4,5,-2.8%,27%,-10%,i,0,-1%,
Cc1cccc(NC(=O)c2cc3cc([N+](=O)[O-])ccc3s2)n1,1.7,31,-3%,-0.5%,1,1,4.8%,17%,13%,i,-24,-7%,
CCN1CCN(Cc2ccc(NC(=O)c3ccc(C)c(NC(=O)c4nccnc4N)c3)cc2C(F)(F)F)CC1,2.9,65,0%,1.2%,x,x,0.6%,3%,-16%,x,x,-10%,
CCCCCn1ccc(=N)cc1,0.2,50,0%,0.7%,-4,-2,21%,9%,7%,i,25,-8%,
Cc1ccc[n+](CC(=O)Nc2ccc(C)c(C)c2)c1,1.2,69,-10%,-1.0%,x,x,1.2%,-4%,-6%,x,x,2%,
CC1CCN(CC(O)COc2ccc(OCC(O)CN3CCC(C)CC3)cc2)CC1 (centres undefined),-0.7,64,-3%,-1.2%,x,x,-0.9%,-2%,0%,x,x,-9%,
CC(=O)c1cccc(NC(=O)C2C(c3ccccc3)C2(Cl)Cl)c1 (centres undefined),1.8,49,-7%,0.0%,36,31,4.4%,1%,-10%,i,-23,3%,
Cc1ccc(-n2nc3cc(C)c(NC(=O)c4cccnc4)cc3n2)cc1,4.4,83,-1%,-0.2%,-12,1,-0.7%,9%,-2%,i,-6,-3%,
COc1ccc(NC(=O)COC(=O)C23CC4CC(CC(Cl)(C4)C2)C3)c(OC)c1,4.7,45,-2%,0.6%,13,-13,-1.6%,-10%,-8%,i,22,1%,
CCN(CCNC(=O)CCCn1nc(C)n2c(cc3sccc32)c1=O)c1ccccc1,1.3,92,-3%,6.0%,8,-2,4.9%,8%,0%,i,5,3%,
Cc1cccc(NC(=O)c2ccc(-n3cccn3)c([N+](=O)[O-])c2)c1,1.7,49,2%,-0.5%,31,3,15%,-36%,10%,i,0,-6%,
C=C1c2ccccc2S(=O)(=O)N(Cc2ccccc2)C1COCc1ccccc1 (centres undefined),3.7,75,1%,0.0%,x,x,5.1%,-1%,-4%,x,x,-5%,
COc1ccc(S(=O)(=O)N2CCC(C(=O)NCCC(=O)Nc3cccc(Cl)c3)CC2)cc1,-1.2,55,-5%,0.0%,x,x,0.5%,7%,1%,x,x,-9%,
COc1ccccc1N1CCN(C(=O)C2CCCCN2S(=O)(=O)c2ccc(C)cc2)CC1 (centres undefined),-0.7,47,-12%,-0.3%,x,x,-1.8%,2%,-6%,x,x,-7%,
FC(F)(F)c1cnc(N2CCCN(C(=S)Nc3ccccc3)CC2)c(Cl)c1,5.0,34,-6%,5.3%,x,x,1.6%,-16%,-9%,x,x,0%,
CCn1c(CSCc2ccc(C)cc2)n[nH]c1=S,0.9,56,-8%,0.2%,x,x,-0.3%,-16%,-3%,x,x,-9%,Dengue-2 NS5 capping pilot replicate=-2.1
C=C1SC(=Nc2ccccc2Cl)N(C(=O)c2sc3ccccc3c2Cl)C1(C)C,5.5,93,0%,0.1%,x,x,7.8%,11%,7%,x,x,5%,
COc1cc(/C=C(/NC(=O)c2ccccc2)C(=O)N2CCN(C)CC2)c([N+](=O)[O-])cc1OC,0.6,68,-2%,0.2%,7,-5,0.5%,14%,-16%,i,1,0%,
COCCCNC(=S)NCCCNc1nc2cc(C)cc(C)c2cc1C#N,3.7,48,-3%,0.3%,10,-18,16%,6%,9%,i,-11,-6%,
Cc1c(Cl)cccc1NC(=O)CSCc1cc(=O)[nH][nH]1,-1.4,62,-10%,0.9%,-1,-9,0.7%,-5%,-6%,i,-14,-10%,
CC[n+]1c(/C=C/N(C)c2ccccc2)oc2ccc(Cl)cc21,3.8,69,3%,0.4%,17,7,3.3%,-19%,25%,i,12,-9%,
CCN(CC)C(=O)c1ccc(COc2ccccc2Cl)o1,2.9,82,-11%,0.0%,x,x,1.5%,-2%,8%,x,x,-6%,
Cc1ccc(-c2nn(C)c(=O)c3ccccc23)cc1S(=O)(=O)NCCO,1.7,74,-6%,0.5%,-1,3,1.3%,7%,3%,i,-6,-4%,
O=C1OCC2=C1C(c1ccccc1)CC(=O)N2c1ccc(F)cc1 (centres undefined),-1.2,47,3%,1.2%,1,9,-0.4%,-5%,-3%,i,13,2%,

# Remaining list, next part.
SMILES,NTR1 ag,NTR1 ag cell count 20 µM,Dengue-2 NS5 capping,K1F lysis inhibition,WT yeast gro inh,WT yeast gro inh mutant strain,RSV antiviral HEp-2,AID2073,GPR35 arrestin U2OS,Autophagy HCS,Autophagy HCS cell loss 18 h,LYP inhibition,others
C[N+]1(CC2COC3(CCCCC3)O2)CCCC1 (centres undefined),-2.3,49,5%,0.1%,-10,2,0.8%,-3%,-6%,i,-7,-8%,
Cc1cc(NS(=O)(=O)c2ccc(NC(=O)c3ccco3)cc2)no1,0.4,46,-6%,4.9%,-5,-12,-1.2%,7%,0%,+,53*,-18%,
COC(=O)CCNS(=O)(=O)c1ccc2nsnc2c1,7.6,46,3%,3.2%,x,x,2.2%,x,x,x,x,x,
O=C(O/N=C/c1ccc2c(c1)OCO2)c1ccc([N+](=O)[O-])cc1,3.8,62,-8%,0.4%,-1,2,3.4%,18%,-7%,i,-17,3%,
CC1CCN(CC(=O)Nc2ccccc2C#N)CC1,-1.6,58,2%,-0.3%,8,9,0.0%,-4%,0%,i,-6,2%,
Cc1oc2c(c(C)cc3oc(=O)c(CC(=O)NCCCN4CCCC4=O)c(C)c32)c1C,0.2,97,-2%,3.3%,x,x,0.9%,38%,-6%,x,x,-5%,
O=C(CN(c1ccc(F)cc1)S(=O)(=O)c1ccccc1)NCc1ccco1,-1.4,51,-8%,0.1%,-4,-32,0.8%,45%,-10%,i,60,-2%,
Clc1cccc(-c2ccc(C=Nc3ccc(N4CCOCC4)cc3)o2)c1Cl,x,x,-3%,-0.2%,-5,-7,x,-20%,-5%,i,2,-8%,
COCCSc1ccccc1C(=O)N1CCN(c2ccccc2)CC1,2.6,43,2%,-0.5%,-6,3,0.3%,2%,-13%,i,-3,-13%,
COC(=O)C(NC(=O)C(C)NC(=O)OCc1ccccc1)C(C)C (centres undefined),1.8,31,-2%,0.9%,x,x,x,1%,-19%,x,x,-7%,
O=C(NCCCN1CCN(c2cccc(Cl)c2)CC1)C1(S(=O)(=O)c2ccc(Cl)cc2)CC1,-0.5,86,-6%,0.6%,0,1,4.5%,10%,0%,i,5,-16%,
Oc1ccc(-c2[nH]ncc2-c2cnn(-c3ccccc3)c2)c(O)c1,0.2,58,0%,0.3%,-9,-2,7.3%,21%,-6%,i,-2,3%,
Cc1c(NC(=O)Nc2ccccc2[N+](=O)[O-])c(=O)n(-c2ccccc2)n1C,0.2,86,-5%,0.0%,x,x,0.0%,-3%,-4%,x,x,-1%,
CCc1cccc(NC(=O)CN2C(=O)NC3(CCCCCCC3)C2=O)c1,1.1,83,-5%,1.1%,-3,-14,-0.3%,-5%,0%,i,-15,-10%,
C=CCNC(=S)NNC(=O)c1ccc(=O)n(Cc2ccc(Cl)cc2Cl)c1,0.8,43,-1%,i,21,6,9.4%,27%,1%,i,-8,-5%,
C/C(=N/NC(=O)CNC(=O)/C=C/c1ccccc1)c1ccco1,0.4,91,-4%,0.4%,x,x,-0.2%,6%,1%,x,x,-8%,

# 11 structures from above, sorted by molecular weight, falling.
SMILES,NTR1 ag,NTR1 ag cell count 20 µM,Dengue-2 NS5 capping,K1F lysis inhibition,WT yeast gro inh,WT yeast gro inh mutant strain,RSV antiviral HEp-2,AID2073,GPR35 arrestin U2OS,Autophagy HCS,Autophagy HCS cell loss 18 h,LYP inhibition,others
CCN1CCN(Cc2ccc(NC(=O)c3ccc(C)c(NC(=O)c4nccnc4N)c3)cc2C(F)(F)F)CC1,2.9,65,0%,1.2%,x,x,0.6%,3%,-16%,x,x,-10%,
COc1cc(/C=C(/NC(=O)c2ccccc2)C(=O)N2CCN(C)CC2)c([N+](=O)[O-])cc1OC,0.6,68,-2%,0.2%,7,-5,0.5%,14%,-16%,i,1,0%,
FC(F)(F)c1cnc(N2CCCN(C(=S)Nc3ccccc3)CC2)c(Cl)c1,5.0,34,-6%,5.3%,x,x,1.6%,-16%,-9%,x,x,0%,
CCn1c(SCC(=O)N2CCC(C)CC2)nc2c1c(=O)n(C)c(=O)n2C,-1.2,41,-4%,0.0%,x,x,0.4%,2%,-6%,x,x,-4%,
CC(=O)c1ccc(NC(=S)NNC(=O)c2ccccc2[N+](=O)[O-])cc1,2.2,37,4%,0.1%,4,5,-2.8%,27%,-10%,i,0,-1%,
Cc1ccc(-n2nc3cc(C)c(NC(=O)c4cccnc4)cc3n2)cc1,4.4,83,-1%,-0.2%,-12,1,-0.7%,9%,-2%,i,-6,-3%,
COC(=O)C(NC(=O)C(C)NC(=O)OCc1ccccc1)C(C)C (centres undefined),1.8,31,-2%,0.9%,x,x,x,1%,-19%,x,x,-7%,
Cc1cccc(NC(=O)c2cc3cc([N+](=O)[O-])ccc3s2)n1,1.7,31,-3%,-0.5%,1,1,4.8%,17%,13%,i,-24,-7%,
C/C(=N/NC(=O)CNC(=O)/C=C/c1ccccc1)c1ccco1,0.4,91,-4%,0.4%,x,x,-0.2%,6%,1%,x,x,-8%,
CCN(CC)C(=O)c1ccc(COc2ccccc2Cl)o1,2.9,82,-11%,0.0%,x,x,1.5%,-2%,8%,x,x,-6%,
Cc1ccc[n+](CC(=O)Nc2ccc(C)c(C)c2)c1,1.2,69,-10%,-1.0%,x,x,1.2%,-4%,-6%,x,x,2%,

# Screening results from PubChem BioAssay.
